# Bioassay records: PubChem, several laboratories
# PKA-R1A act = activators of PKA-R1A holoenzyme, primary screen, biochemical, fluorescence polarization, Cy5-IP20, bovine R1A, mouse PKAc | cAMP-dependent protein kinase type I-alpha regulatory subunit (Bos taurus) + … | PKA-R1A dissociation; scaled: DMSO 0%, 113 µM cGMP 100% | activation, % at 11.4 µM | 340,000 compounds, 0.083% hits | AID 504707, 2011;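 active = percent activation above the mean of all tested compounds plus 3 SD, cut at about 19% in these data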;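 also: higher means more PKAc released from R1A so a rise in polarization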
# PKA-R2B act = activators of PKA-R2B holoenzyme, primary screen, biochemical, fluorescence polarization, Cy5-IP20, human. cAMP-dependent protein kinase catalytic subunit beta (Homo sapiens) + cAMP-dependent …. PKA-R2B holoenzyme dissociation; R2B truncated from residue 108, S112A mutant; 0% DMSO only, 100% 113 µM cGMP. activation, % at 11.4 µM. 340,000 compounds, 0.079% hits. AID 504700, 2011;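 active = activation above a cutoff set at the mean over all compounds plus 3 SD, cut at about 18% in these data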;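 also: higher means more holoenzyme dissociation and a rise in polarization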
# DAGLB inh = DAGLB lipase inhibitors, primary screen, biochemical, fluorescence, HTS; Diacylglycerol lipase-beta (Homo sapiens), Q8NCG7; 340,000 compounds, 0.059% hits; inhibition, % at 5.17 µM; HEK293T DAGLB membrane lysate, EnzChek fluorogenic substrate; in the data active = inhibition above about 34%;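 also: 0% = enzyme with vehicle and 100% = wells lacking enzyme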
# Target sequence (Q8NCG7 whole entry, looked up): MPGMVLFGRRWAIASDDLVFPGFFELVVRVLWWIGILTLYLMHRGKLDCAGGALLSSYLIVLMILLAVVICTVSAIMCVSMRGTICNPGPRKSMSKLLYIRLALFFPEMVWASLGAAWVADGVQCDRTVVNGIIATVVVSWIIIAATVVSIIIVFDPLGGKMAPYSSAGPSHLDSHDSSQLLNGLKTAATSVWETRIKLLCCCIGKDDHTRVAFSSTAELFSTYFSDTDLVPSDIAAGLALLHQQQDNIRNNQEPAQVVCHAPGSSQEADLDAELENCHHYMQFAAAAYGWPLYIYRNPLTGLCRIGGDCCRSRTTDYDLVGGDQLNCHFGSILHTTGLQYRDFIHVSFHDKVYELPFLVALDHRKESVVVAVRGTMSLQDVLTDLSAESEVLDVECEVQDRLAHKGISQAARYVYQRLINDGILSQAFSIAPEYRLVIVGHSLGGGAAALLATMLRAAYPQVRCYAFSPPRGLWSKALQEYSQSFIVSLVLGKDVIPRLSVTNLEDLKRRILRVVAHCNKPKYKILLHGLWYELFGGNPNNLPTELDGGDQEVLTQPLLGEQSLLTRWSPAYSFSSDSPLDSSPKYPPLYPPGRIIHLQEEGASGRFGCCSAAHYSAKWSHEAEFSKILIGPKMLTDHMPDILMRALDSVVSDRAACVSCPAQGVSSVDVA
# MOR-DOR inv ag = inverse agonists of MOR-DOR heterodimerization, primary screen, cell-based, luminescence | Mu-type opioid receptor (Homo sapiens) + Delta-type opioid receptor (Homo sapiens), … | cell-based MOR-DOR heterodimer luminescence, inverse agonism | inhibition, % at 9.3 µM | 340,000 compounds, 0.21% hits; in the data active = inhibition above about 22%, passing the limit was not always enough;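 also: 0% = cells with DMSO and 100% = wells without cells with DMSO; values of inactives mirror those of a sister screen read the other way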
# HTR5A ag ctr = HTR5A agonists in luminescence cell assay, primary screen, counter-screen for OPRM1-OPRD1 heterodimer agonist project, full-deck HTS; 5-hydroxytryptamine receptor 5A (Homo sapiens), P47898; cell-based; activation, % at 9.3 µM; 340,000 compounds, 0.61% hits; AID 504692, 2011; in the data active = activation mostly above about 9.5%, no sharp cut-off; inactive = mostly below about 7.6%;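 also: 0% = cells with vehicle only and 100% = reference agonist; strong numbers were not always called active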
# Target sequence (P47898 whole entry, looked up): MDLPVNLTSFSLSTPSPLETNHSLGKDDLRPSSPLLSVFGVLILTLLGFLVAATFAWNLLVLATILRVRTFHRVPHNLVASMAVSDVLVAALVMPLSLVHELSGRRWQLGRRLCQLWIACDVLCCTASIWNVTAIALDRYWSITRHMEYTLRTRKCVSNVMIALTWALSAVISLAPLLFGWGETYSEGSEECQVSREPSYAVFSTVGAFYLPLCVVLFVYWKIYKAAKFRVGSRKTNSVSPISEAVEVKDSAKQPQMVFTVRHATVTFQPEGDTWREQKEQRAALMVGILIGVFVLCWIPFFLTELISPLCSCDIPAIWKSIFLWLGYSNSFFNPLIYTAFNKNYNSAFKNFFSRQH
# V-ATPase pH = regulators of yeast V-ATPase proton pumping, primary screen, pHLuorin cytosolic pH fluorescence. S. cerevisiae. response, % at 10 µM. 350,000 compounds, 0.37% hits; in the data active = response mostly above about 7.3%, no sharp cut-off; inactive = mostly below about 5.4%; also: actives read high; inactives centre near 0; some compounds called inactive have numbers as strong as hits; reference of the scale not given here
# OPRM1-OPRD1 ag = agonists of OPRM1-OPRD1 heterodimerization, primary screen, cell-based, luminescence; Mu-type opioid receptor (Homo sapiens) + Delta-type opioid receptor (Homo sapiens), …; cells; activation, % at 9.3 µM; 340,000 compounds, 0.3% hits; in the data active = activation above about 18%;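 also: 0% = vehicle-treated cells and 100% = reference agonist; values of inactives mirror those of a sister screen read the other way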
# Arrestin-AP2 inh = inhibitors of beta-arrestin/AP2 binding, primary screen, biochemical, GPCR trafficking, flow cytometry. beta-arrestin 1 C-terminal peptide binding to AP2 beta2-adaptin appendage (human). FITC-arrestin peptide / GST-AP2 beads; AP2 beta2 appendage carries R879A mutation. inhibition, % at 10 µM. 340,000 compounds, 0.31% hits. AID 504490, 2011;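 active = inhibition above a set limit, near 3 SD of compounds lacking own fluorescence, cut at about 54% in these data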;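 also: plate controls were DMSO wells for no effect and 5 µM unlabelled arrestin peptide for full effect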
#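 System: GST-tagged AP2 beta2-adaptin appendage (R879A) on 4 µm glutathione beads / Reagent: FITC-arrestin peptide, 50 nM / Detection: HyperCyt-sampled flow cytometry, FL1 channel, ex 488/em 535 nm / Timing: 12 min plus 1 h, RT / Buffer or medium: PBS plus Tween 20 (0.05%) and BSA (0.1%)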
# HTR5A inv ctr = HTR5A inverse agonists in luminescence cell assay, primary screen, counter-screen for OPRM1-OPRD1 heterodimer inverse agonist project, full-deck HTS; AID 504634, 2011; inhibition, % at 9.3 µM; HTR5A cell line, inverse agonism; 5-hydroxytryptamine receptor 5A (Homo sapiens), P47898; 340,000 compounds, 0.083% hits; in the data active = inhibition mostly above about 23%, no sharp cut-off; inactive = mostly below about 18%;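 also: 0% = cells with DMSO and 100% = no-cell wells with DMSO; some compounds called inactive have numbers as strong as hits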
# Pemphigus Ab inh = inhibitors of pemphigus antibody binding to DSG3, primary screen, biochemical, bead-based, flow cytometry, scFv-GFP | DSG3-coupled beads, scFv-anti-DSG3-GFP binding; stronger effect = lower value | binding (percent of control), % at 10 µM | 310,000 compounds, 0.48% hits | AID 588358, 2011;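 active = binding more than 3 SD below its plate's average and above zero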; also: some compounds called inactive have numbers as strong as hits
# Starred values were filed as active, the others as inactive; · = no result given.
Structure	PKA-R1A act	PKA-R2B act	DAGLB inh	MOR-DOR inv ag	HTR5A ag ctr	V-ATPase pH	OPRM1-OPRD1 ag	Arrestin-AP2 inh	HTR5A inv ctr	Pemphigus Ab inh
CCOC(=O)c1c(Nc2nc(C)c(C(=O)NC)s2)sc(C)c1C	-2	-5	2	6	5	0	-1.1	6	-14	101
Cc1csc(NC(=O)CSc2ncn(-c3ccccc3)n2)n1	4	-3	0	6	-1	-1	-1.1	-7	-52	95
Cc1ccc(/C=N/N2CCOCC2)s1	6	-7	0	0	3	2	0.0	8	3	106
Cc1cc(C)nc(SCc2nnc(SCc3ccc([N+](=O)[O-])cc3)n2Cc2ccco2)n1	-9	-10	2	1	-3	-3	-0.1	4	-19	102
COc1cc(NS(=O)(=O)N2CCCC2)cc(OC)c1OC	-8	-9	1	4	3	3	-0.8	-2	-30	83
Cc1ccc(NS(=O)(=O)c2ccc3c(c2)NC(=O)CCS3)c(Br)c1	-1	-3	2	3	4	4	-0.6	-4	7	·
Cc1ccc(C)c(C(C)NC(=O)Cc2cccs2)c1 (configuration not stated)	-2	-4	-3	11	2	-3	-2.2	-7	-12	91
Cc1cc2c(N=O)c(NO)ccc2[nH]1	-9	-4	4	-13	-2	-2	2.3	22	-27	95
O=C(CCN1CCC(c2ccccc2)C1)c1cccs1 (configuration not stated)	-12	-3	5	-9	14	9	1.6	7	-33	92
CC(=O)N1[C@@H]2CC3C4CC=C5C[C@@H](O)CC[C@]5(C)C4CC[C@]3(C)[C@@]21C(C)=O (some centres not stated)	2	-5	-6	11	3	-2	-2.1	-1	24	102
CCOc1ccc(NC(=O)C2C3CC/C=C\CCC32)cc1 (configuration not stated)	-1	-2	-3	12	7	0	-2.5	5	-18	·
OC1CN=C2Sc3ccccc3N2C1 (configuration not stated)	-4	-1	2	3	-2	3	-0.5	12	10	89
Cc1cc2oc(C(=O)NCCc3ccc(S(N)(=O)=O)cc3)c(C)c2cc1C	9	2	-3	-4	1	1	0.8	0	-1	94
O=C(Nc1cc(Cl)ccc1-n1cncn1)c1ccc(F)c(S(=O)(=O)N2CCOCC2)c1	2	-4	0	3	-4	0	-0.5	0	11	95
COc1ccc(C2NC(=O)C(C#N)=C(S)N2c2ccccc2)cc1OC (configuration not stated)	4	-8	0	11	-4	-1	-2.4	-2	11	103

# Record cards, as listed above. Order of values: PKA-R1A act | PKA-R2B act | DAGLB inh | MOR-DOR inv ag | HTR5A ag ctr | V-ATPase pH | OPRM1-OPRD1 ag | Arrestin-AP2 inh | HTR5A inv ctr | Pemphigus Ab inh
# Cc1ccc(/C=N/N2CCOCC2)s1 in the list: 6 | -7 | 0 | 0 | 3 | 2 | 0.0 | 8 | 3 | 106
# Cc1cc2c(N=O)c(NO)ccc2[nH]1 in the list: -9 | -4 | 4 | -13 | -2 | -2 | 2.3 | 22 | -27 | 95

# Next section:
Structure	PKA-R1A act	PKA-R2B act	DAGLB inh	MOR-DOR inv ag	HTR5A ag ctr	V-ATPase pH	OPRM1-OPRD1 ag	Arrestin-AP2 inh	HTR5A inv ctr	Pemphigus Ab inh
CCC(=O)/C=C1/Sc2ccc(OC)cc2N1CC	-7	-5	-3	-9	-2	11	1.7	-8	13	80
O=C(c1ccccc1)c1cccn1CC(=O)N1CCN(C2CCCCC2)CC1	0	2	0	17	-8	3	-3.5	1	19	104
O=C(CCC(=O)N1CCOCC1)Nc1nnc(C2CCCCC2)s1	1	-2	0	11	4	-4	-2.1	1	17	101
CC(=O)Oc1ccc2c(c1)C(=O)c1ccccc1CO2	-1	-2	-2	-4	4	5	0.7	36	9	92
O=C(Nc1ccccc1F)c1ccc2nc(N3C(=O)CCC3=O)sc2c1	-15	2	-2	10	-2	-5	-2.0	11	-21	100
COc1ccccc1CC(=O)N1CCN(c2cccc(C(F)(F)F)c2)CC1	-2	0	-3	-11	-2	-2	1.9	-2	24	107
Nc1ccccc1SCC(=O)Nc1ccc(N2CCOCC2)cc1	-2	-7	-2	-1	-1	4	0.1	-3	-28	95
Cc1ccccc1NC(=O)C1Cc2ccccc2C(=O)O1 (configuration not stated)	2	-4	1	9	-1	2	-1.5	5	6	96
CCC(C)NCCOCCOc1ccc(Cl)c(C)c1C (configuration not stated)	-10	-3	0	-10	5	-1	2.0	4	-10	60
O=C(Nc1ccc(-c2nc3c(ccc4ccccc43)o2)cc1)c1ccco1	-8	-1	0	-58	5	-3	11	0	-57	96
CC(C)(C)OC(=O)CNC(=O)c1[nH]cnc1C(=O)NCC(=O)OCc1ccccc1	1	-12	-4	0	0	5	0.0	0	1	104
C=CCc1cccc(/C=N/NC(=O)C[n+]2ccccc2)c1O	-4	1	1	5	5	-3	-1.0	-4	-20	100
CC1=C(C(=O)OC2CCCCC2)C(c2ccc(N(C)C)cc2)NC(=O)N1 (configuration not stated)	-11	-4	5	0	5	-1	0.1	15	-15	114
CC(C)Cn1c(CN(Cc2ccccc2)Cc2ccccc2)nc2c1c(=O)n(C)c(=O)n2C	-5	-8	-13	-19	3	-3	3.5	-1	-40	84
CCSc1nnc(NC(=O)C2CCCCC2C(=O)O)s1 (configuration not stated)	10	10	-2	10	0	3	-1.9	7	-24	126
O=C(NCc1ccccc1)NC(=O)c1ccncc1	3	7	-3	6	3	-1	-1.2	5	5	103
COC(=O)CNC(=O)Cc1c(F)cccc1Cl	3	-7	1	12	0	1	-2.5	-3	6	·
O=C(Nc1nc2ccccc2n1CCN1CCCC1)c1ccc(Cl)cc1	-9	-2	1	·	·	-1	·	12	·	101
O=C(c1cccc(S(=O)(=O)Nc2cccc(C(F)(F)F)c2)c1)N1CCCCC1	3	0	0	2	1	-2	-0.3	17	-8	88
COc1ccc(CCNC(=O)CS(=O)Cc2nc(-c3ccccc3Cl)oc2C)cc1OC (configuration not stated)	7	-1	1	9	0	0	-1.8	32	0	126
CCOC(=O)c1sc(NS(=O)(=O)c2cc(C)ccc2C)nc1C	-9	0	7	14	0	-1	-2.4	21	-3	104
CC(=O)Nc1ccc2nc3c(=O)n(C)c(=O)n(C)c3nc2c1	-10	-3	-1	-3	1	-1	0.7	-2	-10	·
Cc1ccc2c(CN3CCCCC3)cc(=O)oc2c1	-7	-1	-2	2	-3	-1	-0.4	7	10	119
O=C(NCc1ccc2c(c1)OCO2)c1ccc(Br)o1	1	8	-2	0	3	2	0.0	-14	-10	116
COc1ccc(CC(=O)NNC(=O)c2nn(Cc3ccccc3)c(=O)c3ccccc23)cc1OC	-10	-8	0	5	-2	2	-0.9	6	-13	100
COCCN(Cc1cc2cc(C)ccc2n2nnnc12)C(=S)Nc1ccc(C)cc1	2	5	0	11	6	-2	-2.2	15	-31	96
O=C(O)/C=C/c1ccc(S(=O)(=O)N2CCCCCC2)cc1	1	-1	-4	13	2	-2	-2.7	-3	8	95
CNC(=O)CCSSCCC(=O)NC	9	1	-1	3	-6	5	-0.6	-8	16	105
COc1ccc(S(=O)(=O)NCC2CCCN(C(=O)CN3CCCCC3)C2)cc1 (configuration not stated)	-7	-17	-1	3	4	0	-0.7	-3	26	112
Cc1ccc(NC(=O)COC(=O)Cn2cnc3ccccc32)c(C)c1	2	-1	-3	4	-1	4	-0.9	9	5	96

# Some of the entries so far, field by field:
structure: Cc1ccc2c(CN3CCCCC3)cc(=O)oc2c1
- PKA-R1A act: -7
- PKA-R2B act: -1
- DAGLB inh: -2
- MOR-DOR inv ag: 2
- HTR5A ag ctr: -3
- V-ATPase pH: -1
- OPRM1-OPRD1 ag: -0.4
- Arrestin-AP2 inh: 7
- HTR5A inv ctr: 10
- Pemphigus Ab inh: 119

structure: O=C(NCc1ccc2c(c1)OCO2)c1ccc(Br)o1
- PKA-R1A act: 1
- PKA-R2B act: 8
- DAGLB inh: -2
- MOR-DOR inv ag: 0
- HTR5A ag ctr: 3
- V-ATPase pH: 2
- OPRM1-OPRD1 ag: 0.0
- Arrestin-AP2 inh: -14
- HTR5A inv ctr: -10
- Pemphigus Ab inh: 116

# (continued)
Structure	PKA-R1A act	PKA-R2B act	DAGLB inh	MOR-DOR inv ag	HTR5A ag ctr	V-ATPase pH	OPRM1-OPRD1 ag	Arrestin-AP2 inh	HTR5A inv ctr	Pemphigus Ab inh
COc1cc(OC)c2c(c1)S(=O)(=O)C(c1ccccc1)=C2N	-4	-10	-1	9	6	3	-1.8	21	-29	98
C=CCNC(=O)c1onc(CSc2ccncc2)c1C(=O)NCC=C	-9	22*	-2	11	3	-7	-2.0	3	-3	106
CC(=O)N(C(C)=O)c1nc2nc(C)cc(C)n2n1	10	3	-5	13	2	-2	-2.7	26	38	97
O=C(CCS(=O)(=O)c1ccccc1)Nc1ccc(N2CCOCC2)cc1	-17	4	4	-1	-3	-1	0.2	20	7	95
O=C(CCCC(=O)c1ccccc1)Nc1ccc(O)cc1	-4	-2	-2	3	0	-2	-0.7	-3	0	102
CC(C)(C)NC(=O)c1ccc2c(c1)N(CC(=O)N1CCN(c3ccccc3F)CC1)C(=O)C(C)(C)O2	-5	-7	0	11	-2	0	-2.3	1	-10	93
O=C(c1cc2c(ccc3ccccc32)oc1=O)N1CCCC1	2	-3	0	8	1	3	-1.3	15	-19	101
CCN(c1ccccc1)S(=O)(=O)c1ccc(OCC(=O)Nc2cc(C)on2)cc1	-4	6	-5	3	-4	2	-0.5	-4	11	81
COC(=O)C1C(O)=C(C=Nc2ccc3ccccc3c2)C(=O)CC1(C)C (configuration not stated)	-4	1	0	14	-6	-1	-2.9	15	-5	103
Cc1c(C(c2cc(O)ccc2O)c2c(C)n(C)n(-c3ccccc3)c2=O)c(=O)n(-c2ccccc2)n1C	2	-2	-2	8	3	1	-1.6	-7	-10	118
CCC1CN(C(=O)NCc2cccc(OC)c2)c2ccccc2O1 (configuration not stated)	-2	-2	-1	15	0	-1	-3.2	-3	-2	99
